Compound activity from PubChem BioAssay.
BoNT F protease: BoNT F light chain protease inhibition; inhibition, % at 10 µM; 0.22% of 360,000 active; AID 588497; Multiplex microsphere protease cleavage assay, flow cytometry; in the data active = inhibition above about 35%, passing the limit was not always enough; inconclusive = no clear call, values can overlap the other calls; note: plate controls were buffer without enzyme for full effect and enzyme alone for no effect
PrPC TRFRET: inhibitors of human cell surface prion protein PrPC; AID 720596; inhibition, % at 13.8 µM; TR-FRET read-out; 0.43% of 370,000 active; P04156; in the data active = inhibition above about 24%; note: 0% = median of the test wells and 100% = reference compound wells
Anthrax LF inh2: blocks Bacillus anthracis lethal factor protease; P15917; 0.12% of 360,000 active; inhibition, % at 10 µM; multiplex microsphere protease cleavage assay, LF; note: plate controls were buffer without enzyme for full effect and enzyme alone for no effect
Target sequence (P15917 whole entry, looked up): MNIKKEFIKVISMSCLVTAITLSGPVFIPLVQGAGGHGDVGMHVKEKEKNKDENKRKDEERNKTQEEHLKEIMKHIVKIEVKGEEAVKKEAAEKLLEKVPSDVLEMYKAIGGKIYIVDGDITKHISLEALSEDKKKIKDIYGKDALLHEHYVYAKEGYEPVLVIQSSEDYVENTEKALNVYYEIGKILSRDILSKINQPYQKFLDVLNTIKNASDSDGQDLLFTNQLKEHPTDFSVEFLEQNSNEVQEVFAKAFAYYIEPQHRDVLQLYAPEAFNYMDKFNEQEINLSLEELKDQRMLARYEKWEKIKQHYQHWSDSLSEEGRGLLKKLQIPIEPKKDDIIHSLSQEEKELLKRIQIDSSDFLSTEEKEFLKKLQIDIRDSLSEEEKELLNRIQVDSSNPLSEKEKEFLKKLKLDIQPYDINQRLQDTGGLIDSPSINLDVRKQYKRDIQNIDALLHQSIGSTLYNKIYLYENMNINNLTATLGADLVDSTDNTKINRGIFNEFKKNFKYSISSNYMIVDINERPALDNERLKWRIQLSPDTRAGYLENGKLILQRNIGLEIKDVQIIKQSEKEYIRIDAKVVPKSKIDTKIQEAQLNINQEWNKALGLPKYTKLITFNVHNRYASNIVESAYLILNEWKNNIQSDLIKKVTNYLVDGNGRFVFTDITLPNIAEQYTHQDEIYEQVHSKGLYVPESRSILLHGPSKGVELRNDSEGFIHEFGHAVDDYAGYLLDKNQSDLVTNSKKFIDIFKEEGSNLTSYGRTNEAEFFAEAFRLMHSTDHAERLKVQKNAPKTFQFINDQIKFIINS
SARS 3CLpro inh: SARS-CoV 3CLpro protease inhibition | P0C6X7 | recombinant SARS-CoV 3CLpro, quenched FRET peptide cleavage | inhibition, % at 6 µM | 0.14% of 290,000 active | AID 1706; in the data active = inhibition above about 12%
MazEF act: activators of E. coli MazEF toxin-antitoxin RNase; P0AE70; FAM/BHQ RNA-DNA oligo cleavage fluorescence, 5 h; activation, % at 20 µM; 0.32% of 350,000 active; AID 504720; in the data active = activation above about 50%
PriA SSB inh: inhibitors of Klebsiella pneumoniae PriA binding to SSB C-terminal tail; 0.6% of 430,000 active; AlphaScreen SSBct-PriA binding, biotinylated peptide; AID 1272365; inhibition, % at 33 µM; in the data active = inhibition mostly above about 37%, no sharp cut-off; inactive = mostly below about 20%;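 note: plate controls were negative control peptide for no effect and reference peptide for full effect; strong numbers were not always called active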
VHR inh abs: inhibitors of human VHR1 phosphatase (DUSP3). recombinant VHR phosphatase, pNPP absorbance. AID 1654. inhibition, % at 13.3 µM. 0.52% of 290,000 active; in the data active = inhibition above about 50%; note: some compounds called inactive have numbers as strong as hits
Target sequence (P51452 whole entry, looked up): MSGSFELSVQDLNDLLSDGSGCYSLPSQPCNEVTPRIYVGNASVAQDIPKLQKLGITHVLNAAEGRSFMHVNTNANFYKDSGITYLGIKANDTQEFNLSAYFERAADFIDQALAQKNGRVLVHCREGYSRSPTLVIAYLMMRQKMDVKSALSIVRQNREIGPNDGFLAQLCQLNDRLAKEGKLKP
BoNT A protease: BoNT A light chain protease inhibition; multiplex microsphere protease substrate cleavage, flow cytometry; inhibition, % at 10 µM; 0.17% of 360,000 active; AID 588499; note: plate controls were buffer without enzyme for full effect and enzyme alone for no effect
Rv3671c inh: inhibitors of M. tuberculosis serine protease Rv3671c; inhibition, % at 5.96 µM; P9WHR9; 0.048% of 320,000 active; AID 2606; in the data active = inhibition above about 38%;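 note: extracellular domain of Rv3671c used as enzyme; 0% = enzyme with DMSO and 100% = no enzyme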
CCHFV vOTU inh: CCHFV vOTU protease inhibition; Pep-AMC fluorescence; inhibition, % at 11.5 µM; 0.55% of 370,000 active; in the data active = inhibition above about 30%; note: 0% = vehicle wells with enzyme and 100% = no enzyme wells
An asterisk follows results filed as active; ? = inconclusive; . = not tested or not shown. Cut-off read from the data, not from the text of the source, unless noted: active = inhibition above about 30%; inconclusive = no clear call, values can overlap the other calls; inactive = below that.

Short keys: A = BoNT F protease; B = PrPC TRFRET; C = Anthrax LF inh2; D = SARS 3CLpro inh; E = MazEF act; F = PriA SSB inh; G = VHR inh abs; H = BoNT A protease; I = Rv3671c inh; J = CCHFV vOTU inh
1. COc1ccc(CN2CCN(Cc3c[nH]c4ccccc34)CC2)cc1OC
  A = -4; B = -5; C = 8; D = .; E = -6; F = .; G = .; H = 3.5; I = .; J = 25
2. CCOC(=O)C1CCCN(CC(O)COc2cccc(C)c2)C1 (centres undefined)
  A = -2; B = 4; C = -1; D = -2; E = 5; F = -15; G = -5; H = -0.1; I = -3; J = -7
3. CCCCc1ccc(CC2S/C(=C(\C#N)C(=O)N3CCOCC3)N(c3ccccc3)C2=O)cc1 (centres undefined)
  A = 4; B = 7; C = -4; D = 1; E = 6; F = 1; G = 6; H = 1.0; I = 3; J = 17
4. O=C(CCNC(=O)c1ccc(Cl)cc1)Nc1ccccc1N1CCCCC1
  A = -1; B = -10; C = 4; D = .; E = 6; F = -15; G = .; H = 1.4; I = -8; J = -2
5. Cc1cc(C(C2C(=O)CC(C)(C)CC2=O)C2C(=O)CC(C)(C)CC2=O)cc(C)c1OC(F)F
  A = -8; B = 1; C = -11; D = 5; E = -14; F = -31; G = 8; H = -4.2; I = 2; J = 0
6. CCC(=O)Nc1ccc(Nc2ccccc2)cc1
  A = -20; B = 4; C = -13; D = -2; E = 12; F = 2; G = 10; H = 0.7; I = -1; J = -1
7. CCCCCC1CC(CC(=O)NC(=S)Nc2ccccc2Cl)C(=O)O1 (centres undefined)
  A = -8; B = 4; C = 1; D = 3; E = -4; F = -16; G = 15; H = -0.4; I = -5; J = 2
8. CC(C)N1CCN(Cc2cccc3c2OCO3)CC1CCO (centres undefined)
  A = -2; B = -1; C = -1; D = 2; E = 6; F = 9; G = 31; H = 0.0; I = 0; J = 3
9. CC1(CCl)N([O-])C2=C(CCCC2)[N+]1=O (centres undefined)
  A = 8; B = -4; C = -5; D = -6; E = 0; F = 1; G = 0; H = -0.1; I = 8; J = -2
10. Cn1c(=O)c2[nH]c(N3CCOCC3)nc2n(-c2ccccc2)c1=O
  A = -3; B = -7; C = 1; D = -1; E = 0; F = -2; G = 14; H = -0.9; I = 4; J = -3
11. Nc1ccc(-c2nc3ccc(-c4nc5ccccc5o4)cc3[nH]2)cc1
  A = -6; B = 18; C = -4; D = 2; E = 2; F = -12; G = 8; H = 0.7; I = 14; J = -13
12. COc1ccccc1OCc1nnc(SCC(=O)c2cc(Cl)ccc2OC)o1
  A = 3; B = 2; C = 1; D = 0; E = -3; F = -30; G = 6; H = ?; I = -5; J = 2
13. COc1ccc(NC(=O)N2CCC(c3nc4ccccc4[nH]3)CC2)cc1
  A = 0; B = 5; C = 0; D = -2; E = 11; F = -11; G = -20; H = -0.4; I = 4; J = 5
14. Cc1cccc(Sc2ccc([N+](=O)[O-])cc2[N+](=O)[O-])n1
  A = 1; B = -44; C = 1; D = 2; E = 7; F = 18; G = 2; H = -0.3; I = -11; J = 0
15. COc1cc(-c2cnc3c(NC=O)cc(-c4ccccc4)cn23)cc(OC)c1OC
  A = -6; B = 14; C = 0; D = .; E = .; F = .; G = .; H = 0.3; I = .; J = 6
16. O=C(NCCc1c[nH]c2ccc(Cl)cc12)c1cccnc1
  A = -2; B = 5; C = 0; D = -1; E = -16; F = 0; G = 19; H = 0.9; I = -3; J = -9
17. Cc1ccccc1-c1nn(-c2ccc(F)cc2F)cc1CNC1CC1
  A = -14; B = -3; C = -12; D = -2; E = 12; F = -4; G = 10; H = -0.4; I = -5; J = -5
18. CCCS(=O)(=O)c1cn2cccc(N)c2c1S(=O)(=O)CCC
  A = -10; B = -9; C = 0; D = 0; E = 7; F = 3; G = 12; H = 0.6; I = 1; J = 9
19. Cc1nc2ccc(NC(=O)CSc3nnc(C)s3)cc2[nH]1
  A = 0; B = 10; C = 3; D = 3; E = 5; F = 1; G = -26; H = 2.9; I = 5; J = -9
20. c1ccc(Cn2c[n+](Cc3ccccc3)cn2)cc1
  A = 5; B = 3; C = -8; D = -2; E = -1; F = -14; G = -10; H = -0.2; I = -1; J = -9
21. Cc1ccc(C)c2[nH]c(=O)c(CN(CC3CCCO3)C(=S)NCc3ccco3)cc12 (centres undefined)
  A = -2; B = 0; C = 7; D = -5; E = 8; F = 8; G = 1; H = 0.3; I = -4; J = -10
22. CCOC(=O)c1c(C)[nH]c(C(=O)N2CCCC(C(=O)c3cccc(OC)c3)C2)c1C (centres undefined)
  A = -2; B = 9; C = 0; D = 2; E = 0; F = 6; G = 14; H = 0.4; I = -7; J = 11
23. COC(=O)c1ccc(NC(=O)C[n+]2ccccc2C)cc1
  A = -32; B = 4; C = 5; D = 5; E = 8; F = 1; G = -5; H = -1.0; I = .; J = -2
24. CC(=O)NCCC(=O)Nc1nc(-c2cccs2)c(-c2cccs2)s1
  A = -2; B = 0; C = 3; D = 5; E = 0; F = -3; G = 13; H = 2.2; I = 7; J = -9
25. Cc1c(-c2nnc(SCC(=O)O)n2-c2ccccc2Br)nnn1-c1ccccc1
  A = -4; B = 5; C = 2; D = 0; E = 0; F = 3; G = -5; H = 0.5; I = 1; J = 2
26. COc1ccc2c(c1)C=CC1(O2)N(CCO)c2ccccc2C1(C)C (centres undefined)
  A = -25; B = .; C = -10; D = -3; E = 0; F = 24; G = 22; H = -1.6; I = -76; J = .
27. O=C(COC(=O)C1CC2CCCC(C1)C2=O)NNC(=O)c1ccccc1F (centres undefined)
  A = -1; B = -3; C = -10; D = .; E = -1; F = 1; G = .; H = -0.2; I = 4; J = 8
28. C=CCOc1ccc(Br)cc1CNCCCN1CCOCC1
  A = -12; B = -7; C = -2; D = 0; E = 2; F = -10; G = 5; H = -0.1; I = -8; J = -15
29. CCCn1c(SCC(=O)N2c3ccccc3CCc3ccccc32)nc2c1c(=O)n(C)c(=O)n2C
  A = 14; B = 10; C = -3; D = -4; E = -8; F = -13; G = 3; H = 1.0; I = -7; J = -9
30. O=C(/C=C/Nc1ccc(F)c(Cl)c1)c1ccco1
  A = -8; B = -4; C = -6; D = -8; E = -3; F = 15; G = -11; H = -0.7; I = 0; J = -6
31. O=C1c2ccc([N+](=O)[O-])cc2C(=O)N1Cc1cccnc1
  A = -8; B = -21; C = 10; D = 2; E = 9; F = 0; G = 52*; H = 0.2; I = -2; J = 5
32. CC(=O)Nc1ccc(NC(=O)C(C)OC(=O)C2(c3ccc(F)cc3)CCCC2)cc1 (centres undefined)
  A = -8; B = 11; C = -3; D = 6; E = 1; F = -6; G = -24; H = -1.0; I = 2; J = 2
33. COP(=O)(OC)C(Nc1ccc(C)cc1)c1ccc(Br)cc1 (centres undefined)
  A = 21; B = 9; C = -2; D = .; E = 1; F = 2; G = .; H = 0.6; I = .; J = -7
34. O=S(=O)(c1ccc2ccccc2c1)N1CCN(CCO)CC1
  A = -1; B = -2; C = 4; D = 3; E = 5; F = -13; G = -5; H = -0.4; I = 3; J = -12
35. COc1ccc(OCCCC(=O)Nc2nccs2)cc1
  A = ?; B = 6; C = -13; D = -6; E = -8; F = -10; G = 19; H = -2.3; I = 3; J = -13
36. O=C(COc1ccc2c(-c3ccccc3)cc(=O)oc2c1)NCCCn1ccnc1
  A = -17; B = -5; C = 3; D = 4; E = 1; F = 0; G = 16; H = 0.0; I = 0; J = 2
37. COc1ccccc1-c1cc(C(=O)Nc2c(F)cc(F)cc2Br)no1
  A = 3; B = -6; C = 3; D = -2; E = 1; F = 1; G = 18; H = -0.3; I = -16; J = 4
38. CCOc1nc(OCC)c2[nH]c(C(=O)O)c(Br)c2n1
  A = 4; B = 6; C = -1; D = .; E = 5; F = 0; G = .; H = 0.3; I = .; J = 2
39. CC12CCC(=O)N1C(C(=O)NNC(=O)c1ccc(Cl)cc1)CS2 (centres undefined)
  A = 2; B = 5; C = 3; D = .; E = 6; F = -8; G = .; H = 0.5; I = -12; J = 1
40. COC(=O)c1cccc(NC(=O)Cn2cnc3c2c(=O)n(C)c(=O)n3C)c1
  A = 11; B = 6; C = -2; D = .; E = 12; F = -20; G = 4; H = -0.1; I = -3; J = -8
41. Cc1ccc(C2C3=C(CC(C)(C)CC3=O)OC3=C2C(=O)CC(C)(C)C3)cc1
  A = 5; B = -2; C = 2; D = 3; E = 5; F = -5; G = 1; H = -0.1; I = 8; J = 6
42. Nc1c(C(=O)CCC(=O)O)oc2ccc(Cl)cc12
  A = -10; B = 3; C = -2; D = -2; E = 5; F = -4; G = -16; H = -0.8; I = -5; J = 1
43. CCOc1cc(NC(=S)NCCCOC)c(OCC)cc1NC(=O)c1ccco1
  A = 3; B = 8; C = 0; D = -2; E = 3; F = 11; G = 4; H = -0.5; I = 0; J = -1
44. C/C(=N\NC(=S)NCc1ccccc1)c1ccc2ccccc2c1
  A = -8; B = -3; C = -2; D = 2; E = -1; F = .; G = 4; H = -1.4; I = -31; J = 12
45. CCOc1ccc(NC(=O)COC(=O)C2(C)CC2(Cl)Cl)c([N+](=O)[O-])c1 (centres undefined)
  A = 2; B = -20; C = -9; D = 0; E = 7; F = 24; G = 3; H = 0.6; I = -4; J = 21
46. CC1=C(C(=O)OCc2ccccc2)C(c2ccccc2-c2ccccc2)NC(=O)N1CCCCCC(=O)O (centres undefined)
  A = 1; B = 1; C = -1; D = 2; E = 2; F = -12; G = 16; H = -0.2; I = 0; J = 0
47. Cc1ccc(S(=O)(=O)N2CCOCC2)cc1C(=O)OC(C)C(=O)c1ccccc1 (centres undefined)
  A = -3; B = 2; C = 1; D = .; E = 2; F = -6; G = .; H = 1.8; I = 3; J = -8
48. COc1cc([N+](=O)[O-])cc2sc(NC(=O)C3CC3)nc12
  A = -4; B = -2; C = -4; D = -2; E = 9; F = 3; G = 17; H = 0.2; I = 0; J = -8
49. CCCc1nnc(NC(=O)CCC(=O)N2CCN(Cc3cc(Cl)ccc3OC)CC2)s1
  A = 0; B = -7; C = -1; D = 0; E = -7; F = -8; G = 18; H = -0.8; I = -4; J = 5
50. COc1ccc(C(N)=O)cc1N
  A = 5; B = 6; C = -3; D = -3; E = 4; F = -1; G = 6; H = 3.6; I = 7; J = -9

Continued:
Short keys: A = BoNT F protease; B = PrPC TRFRET; C = Anthrax LF inh2; D = SARS 3CLpro inh; E = MazEF act; F = PriA SSB inh; G = VHR inh abs; H = BoNT A protease; I = Rv3671c inh; J = CCHFV vOTU inh
51. COc1ccccc1Nc1nc(N)nc(CN2CCC(C)CC2)n1
  A = -6; B = -13; C = 0; D = -1; E = 4; F = 4; G = 29; H = -1.0; I = 1; J = -2
52. Cc1ccc(C(=O)NCCNC(=O)c2ccccc2)cc1
  A = -1; B = 0; C = -6; D = 3; E = 5; F = 7; G = 9; H = -0.9; I = 5; J = -11
53. O=C(CSc1nnc(CNC(=O)C23CC4CC(CC(C4)C2)C3)n1-c1ccccc1)Nc1ccccc1
  A = 0; B = 5; C = -2; D = -2; E = -1; F = 0; G = 12; H = -0.2; I = -18; J = 10
54. O=C1NC(=O)C(=C2CCOC2=O)N1
  A = -2; B = -16; C = -9; D = .; E = -4; F = .; G = .; H = -0.5; I = .; J = 5
55. Cc1cc(N2CCN(C)CC2)nc2ccc(NC(=S)N3CCN(c4ccc(Cl)cc4)CC3)cc12
  A = -5; B = -2; C = -1; D = -14; E = 14; F = 25; G = 14; H = 0.3; I = 5; J = -35
56. S=C(Nc1cccnc1)N1CCN(c2ccccc2Cl)CC1
  A = -10; B = 1; C = -5; D = -1; E = 4; F = 1; G = 7; H = -2.1; I = -6; J = -1
57. Cc1noc(C)c1COc1ccccc1C(=O)NCCOc1ccccc1F
  A = .; B = 9; C = .; D = .; E = -7; F = -9; G = .; H = .; I = -11; J = 7

This is a subset. The share of hits here may be higher or lower than overall.
